Tau ThT inhib: blocks human tau fibril formation measured by thioflavin T | P10636 | recombinant tau K18 P301L, heparin-induced fibrillization, ThT fluorescence | Potency, µM (doses to about 57.4 µM), inactives show at the highest dose activity, negative = inhibition, actives largely listed as inhibitors | actives 2.1% (n = 270,000) | AID 1460; note: nearly all actives have a fitted effect of over 55% in size
Target sequence (P10636 561-689 P618L limits assumed): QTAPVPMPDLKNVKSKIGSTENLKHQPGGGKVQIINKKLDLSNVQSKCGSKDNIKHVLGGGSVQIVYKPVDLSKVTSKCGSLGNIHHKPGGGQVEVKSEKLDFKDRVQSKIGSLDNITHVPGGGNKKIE
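Heparin-induced (20 uM) aggregation of recombinant human K18 P301L tau, 15 uM unlabeled with 0.24 uM labeled, pH 7 acetate buffer, 6 hr at 37 C with compound. Fibrils quantified by 30 uM ThT fluorescence after 1 hr ambient incubation.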
Tau fibril FP: blocks human tau fibril formation measured by polarization; actives 0.39% (n = 280,000); AID 1468; Potency, µM (top dose mostly 57.7 µM), for the others: top-dose activity, negative = inhibition, hits mostly inhibitors; K18 P301L tau heparin fibrillization, Alexa594 FP, 6 h; P10636; note: nearly all actives have a fitted effect of over 55% in size
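Human K18 P301L fragment (15 uM unlabeled plus 0.24 uM Alexa 594-labeled) in 100 mM sodium acetate pH 7 with compound, aggregation induced by 20 uM heparin for 6 hr at 37 C. ThT (30 uM) added for 1 hr, then Alexa 594 FP read.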
TexasRed fluor: alters Texas Red total fluorescence, flagging assay interference. actives 0.29% (n = 280,000). Potency, µM (doses to about 106 µM), without a hit: top-dose fluorescence change, negative = quenching. TRb/SRC2 Texas Red total fluorescence interference; active = well fitted curve in either direction with a large enough effect; inconclusive = small, poorly fitted or top-dose-only effect
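Human TRb ligand-binding domain at 0.6 uM with 20 nM Texas Red SRC2 peptide in Tris buffer containing 1 uM T3 and 5% DMSO, incubated with compound 5 h at ambient temperature. Total fluorescence (555/632 nm) calculated as parallel + 2 × perpendicular.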
Tau fluor counter: counter-screen for tau fibril formation inhibitors; tau K18 P301L (four-repeat tau fragment) Alexa594 fluorescence, heparin fibrillization; Potency, µM (titrated, usually from 57.7 µM), for inactives: at the top dose activity change, negative = decrease; actives 0.93% (n = 280,000); note: nearly all actives have a fitted effect of over 55% in size
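Human K18 P301L tau (15 uM unlabeled plus 0.24 uM Alexa 594-labeled, final) in 100 mM sodium acetate pH 7 was mixed with compound and 20 uM heparin and incubated 6 hr at 37 C.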
L3MBTL1 inh: blocks human L3MBTL1; Potency, µM (series often up to 57.1 µM), for the others: at the highest dose activity, negative = inhibition, actives largely listed as inhibitors; AlphaScreen L3MBTL1–H3K9me1 peptide binding; actives 0.66% (n = 230,000); AID 485360; Q9Y468; note: nearly all actives have a fitted effect of over 60% in size
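AlphaScreen proximity signal between nickel-chelate acceptor and streptavidin donor beads (final 10 ug/mL) reports binding of 50 nM L3MBTL1 to 75 nM biotin-H3 K9me1 peptide; complex incubated with compounds 30 min at room temperature; cefsulodin titration as control.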
ALDH1A1 inh: blocks purified human ALDH1A1 activity; P00352; Purified ALDH1A1, NADH fluorescence, propionaldehyde substrate; Potency, µM (top dose mostly 75.3 µM), for the others: top-dose activity, negative = inhibition, hits mostly inhibitors; actives 7.3% (n = 220,000); AID 1030; active = well fitted inhibition curve with a large enough effect, not every such curve was filed as active; inconclusive = small, poorly fitted or top-dose-only effect, or another doubt; inactive = no such curve, though single readings can be large or run the other way;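 note: plate controls were no enzyme wells and a reference inhibitor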
aGal spleen mod: inhibits or activates alpha-galactosidase in human spleen homogenate; P06280; human spleen homogenate, 4MU-alpha-Gal fluorescence, 40 min; Potency, µM (series often up to 80 µM), inactives show at the top dose activity change, negative = inhibition, most hits filed as inhibitors; actives 0.008% (n = 240,000);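 note: 0% = enzyme with vehicle and -100% = no enzyme basal signal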
Target sequence (P06280 32-429 limits assumed): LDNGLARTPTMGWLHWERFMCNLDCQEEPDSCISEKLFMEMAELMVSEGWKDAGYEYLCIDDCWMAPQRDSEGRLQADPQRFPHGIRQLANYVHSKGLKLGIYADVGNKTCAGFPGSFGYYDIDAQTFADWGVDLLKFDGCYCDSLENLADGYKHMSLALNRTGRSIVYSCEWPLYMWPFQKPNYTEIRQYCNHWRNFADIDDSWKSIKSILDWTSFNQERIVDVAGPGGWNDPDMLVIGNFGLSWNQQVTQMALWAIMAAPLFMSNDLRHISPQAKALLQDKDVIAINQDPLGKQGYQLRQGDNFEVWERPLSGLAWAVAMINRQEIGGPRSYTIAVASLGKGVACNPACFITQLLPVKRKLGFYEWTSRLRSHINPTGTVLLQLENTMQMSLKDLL
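Human spleen homogenate (1 ug) was the enzyme source, with 4-methylumbelliferyl-alpha-D-galactopyranoside (1 mM final) in pH 5.0 citrate buffer with 0.01% Tween-20. Compounds were titrated; after 40 min at 37C, NaOH/glycine stop, 4-MU fluorescence read; AC50 from Hill fits.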
TRb SRC2 PPI: disrupts binding of human TR beta to SRC2 | P10828 | TRbeta-SRC2 peptide binding, fluorescence polarization; receptor liganded with 1 µM T3 | Potency, µM (doses to about 106 µM), for the others: top-dose activity change, negative = inhibition, most hits filed as inhibitors | actives 0.065% (n = 280,000) | AID 1469;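 note: plate controls were bound peptide for no effect and peptide without receptor for full effect; nearly all actives have a fitted effect of over 50% in size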
Target sequence (P10828 whole entry, looked up): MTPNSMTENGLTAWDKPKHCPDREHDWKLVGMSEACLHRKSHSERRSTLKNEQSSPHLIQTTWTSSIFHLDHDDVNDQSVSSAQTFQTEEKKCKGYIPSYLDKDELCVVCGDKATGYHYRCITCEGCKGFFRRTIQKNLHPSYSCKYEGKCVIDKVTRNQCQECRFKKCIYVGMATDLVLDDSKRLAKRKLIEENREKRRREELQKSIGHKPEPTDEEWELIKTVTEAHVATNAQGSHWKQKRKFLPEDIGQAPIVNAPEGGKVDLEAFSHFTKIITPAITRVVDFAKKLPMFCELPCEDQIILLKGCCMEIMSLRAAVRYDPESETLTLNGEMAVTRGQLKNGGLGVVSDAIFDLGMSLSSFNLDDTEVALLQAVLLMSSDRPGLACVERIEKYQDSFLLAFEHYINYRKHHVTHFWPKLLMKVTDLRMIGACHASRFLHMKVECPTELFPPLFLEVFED
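Compounds were added to 0.6 uM TRb ligand-binding domain and 20 nM Texas Red-labeled SRC2 peptide in Tris buffer containing 1 uM T3, incubated 5 hr at ambient temperature, then read by fluorescence polarization.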
Active calls of the source: *; ? = inconclusive; nt = not tested or not shown; [ ] = remark or other dose. Unless noted, calls come from the whole dose curve; as a rule, active = well fitted curve in the direction sought with a large enough effect; inconclusive = small, poorly fitted or top-dose-only effect, or another doubt; inactive = no such curve, though single readings can be large; an effect the other way counts as inactive or inconclusive. Unless noted, % is set by controls: 0 for no effect and ±100 for the full control effect; potency is the fitted concentration of half-maximal effect. Not a hit list; any-hit rate near 8.5%.

#	Structure	Tau ThT inhib	Tau fibril FP	TexasRed fluor	Tau fluor counter	L3MBTL1 inh	ALDH1A1 inh	aGal spleen mod	TRb SRC2 PPI
1	CCOC(=O)c1nnc2ccnn2c1N	-12%	-1%	-1%	0%	2%	-11%	2%	3%
2	CS(=O)(=O)N1CCc2cc(C(=O)NCCc3ccccc3)ccc21	1%	-2%	-1%	2%	nt	nt	nt	-6%
3	COC(=O)c1cc(NS(=O)(=O)c2ccc(OC)c(OC)c2)ccc1Cl	-5%	-13%	1%	-20%	?	?	4%	-14%
4	NC(=O)C1CCN(C(=O)CSc2nc3ccccc3[nH]2)CC1	-13%	1%	0%	-8%	nt	10%	-1%	-7%
5	Cc1ccc(CSc2nnc(SCC(=O)N/N=C/c3ccc(C(=O)O)cc3)s2)cc1	nt	6%	0%	-16%	nt	nt	2%	-11%
6	COc1ccccc1N1CCN(C(=O)Nc2ccc(F)c(Cl)c2)CC1	-15%	0%	1%	?	3%	5%	5%	5%
7	S=C(Nc1ccccc1Cl)NC1CCC(NC(=S)Nc2ccccc2Cl)CC1 (stereo unspecified)	0%	-18%	1%	-7%	10%	8%	4%	-2%
8	COc1ccc(NC(=O)COC(=O)c2ccc(NS(=O)(=O)/C=C/c3ccccc3)cc2)cc1	9%	?	-1%[53 µM]	?	-1%	-6%	-2%	-1%[53 µM]
9	CCC1CCCCN1C(=O)CSc1nc2c([nH]c3ccccc32)c(=O)n1-c1ccc(OC)cc1 (stereo unspecified)	-4%	3%	-4%	-18%	nt	nt	nt	9%
10	O=C(COc1c(Br)cc(Br)c2cccnc12)N1CCc2ccccc2C1	?	-1%	1%	-18%	nt	11µM*	5%	6%
11	CCOc1cc(N2CCOCC2)c(OCC)cc1NC(=O)CN1CCCC1	-2%	7%	-2%	1%	-10%	?	8%	-1%
12	Cc1ccc(OCC(=O)N2CCCCC2)c(Br)c1	-1%	8%	-2%	6%	1%	-1%	5%	1%
13	Cc1ccc2c(Cl)cc(Cl)c(OCC(=O)O)c2n1	4%	-1%	3%	12%	7%	6%	-2%	-7%
14	CCN(C(=O)COC(=O)c1cc(-c2ccccc2)nc2c1c(C)nn2-c1ccccc1)C1CCS(=O)(=O)C1 (stereo unspecified)	-6%	4%	-16%	-23%	24%	?	-1%	-2%
15	CC(Oc1ncnc2ccccc12)C(=O)Nc1cccc(S(=O)(=O)N2CCOCC2)c1 (stereo unspecified)	-6%	-3%	-2%	-5%	0%	-5%	1%	-8%
16	Cc1cc(C(=O)Nc2ccc(OCc3ccccc3)cc2)c(C)o1	?	-7%	-4%	?	0%	?	0%	7%
17	CCOCCCNC(=O)c1c(NC(=O)Cc2coc3c(C)c(C)ccc23)sc2c1CCC2	?	3%	-22%	-13%	nt	nt	nt	-3%
18	Cc1ccc(S(=O)(=O)Oc2ccccc2/C=C2\SC(=O)NC2=O)cc1	5%	1%	-5%	-2%	-6%	13µM*	6%	-5%
19	CCC1CSC(Nc2ccc(C(=O)/C=C/c3cccc(C)c3)cc2)=N1 (stereo unspecified)	?	1%	-1%	-12%	-4%	-6%	-17%	7%
20	CC(=O)N1CCN(c2nc(CC(C)C)c3c(c2C#N)CCC3)CC1	-10%	-3%	-1%	-5%	3%	?	18%	-9%
21	O=C1c2ccccc2CN1CCSC(=S)N1CCSCC1	-16%	-4%	4%	-9%	nt	10µM*	0%	-3%
22	CCOc1cc(-c2nnc(SCC(=O)NC3CCCCC3)nc2-c2ccc(OC)c(OCC)c2)ccc1OC	-4%	-3%	1%	-8%	nt	nt	nt	2%
23	COc1ccc(NC(=S)Nc2cccc3cnccc23)cc1	?	?	-2%	-21%	-10%	25µM*	-12%	-2%
24	O=C(O)c1ccc(CS(=O)c2cccc(C(F)(F)F)c2)o1 (stereo unspecified)	-14%	4%	-10%	-8%	-8%	-4%	10%	0%
25	CCCSc1nnc(NC(=O)Cc2ccc(OC)c(OC)c2)s1	-7%	-6%	0%	-12%	5%	?	-6%	8%
26	CCc1cc(=O)n2[nH]c(C)c(-c3ccccc3OC)c2n1	8%	3%	-1%	5%	1%	8%	5%	-18%
27	CC(=O)Nc1ccc(N(C(=O)Cc2c[nH]c3ccccc23)C(C(=O)NC2CCCCC2)c2ccco2)cc1 (stereo unspecified)	-7%	13%	-1%	-27%	-7%	7%	1%	7%
28	N[C@@H](Cn1cc(I)c(=O)n(Cc2ccc(C(=O)O)cc2)c1=O)C(=O)O	-8%	1%	-1%	-3%	nt	0%	2%	-7%
29	Cc1ccccc1C(=O)OC1OC(=O)C(Cl)=C1N1CCOCC1 (stereo unspecified)	-6%	5%	1%	-10%	22%	-5%	0%	-11%
30	O=C(O)c1ccccc1C(=O)NNc1ccc(F)cc1F	?	-12%	0%	-20%	0%	?	9%	17%

A draw from above in order of length of the SMILES, largest number first.
#	Structure	Tau ThT inhib	Tau fibril FP	TexasRed fluor	Tau fluor counter	L3MBTL1 inh	ALDH1A1 inh	aGal spleen mod	TRb SRC2 PPI
8	COc1ccc(NC(=O)COC(=O)c2ccc(NS(=O)(=O)/C=C/c3ccccc3)cc2)cc1	9%	?	-1%[53 µM]	?	-1%	-6%	-2%	-1%[53 µM]
7	S=C(Nc1ccccc1Cl)NC1CCC(NC(=S)Nc2ccccc2Cl)CC1 (stereo unspecified)	0%	-18%	1%	-7%	10%	8%	4%	-2%
25	CCCSc1nnc(NC(=O)Cc2ccc(OC)c(OC)c2)s1	-7%	-6%	0%	-12%	5%	?	-6%	8%

Remaining list, next part:
#	Structure	Tau ThT inhib	Tau fibril FP	TexasRed fluor	Tau fluor counter	L3MBTL1 inh	ALDH1A1 inh	aGal spleen mod	TRb SRC2 PPI
31	COc1ccc(CN2C(=O)CN(C3CCCCCC3)C(=O)C2c2ccc(OC)c(OC)c2)cc1 (stereo unspecified)	-11%	5%	-2%	-7%	-2%	?	3%	-5%
32	Cn1c(=O)c2cc(S(=O)(=O)NC(C(=O)NCc3ccccn3)c3ccccc3)ccc2n(C)c1=O (stereo unspecified)	-15%	15%	-4%	-4%	nt	6%	-8%	-6%
33	Cc1ccc2c(c1)CCCN2C(=O)c1cc2ccccc2oc1=O	-11%	-8%	-1%	-13%	nt	14µM*	2%	2%
34	Cc1nn(C)cc1CNC(=O)c1ccccc1Br	-3%	-1%	0%	1%	-3%	7%	3%	-4%
35	CCCNS(=O)(=O)c1ccc(OC)c(Cl)c1Cl	-11%	3%	-2%	-9%	nt	-11%	-8%	-4%
36	O=C(c1ccc(Cl)c(Cl)c1)N(Cc1ccco1)c1ccc(O)cc1	-10%	-10%	0%	-26%	-3%[11.4 µM]	-6%	-3%	-6%
37	Cc1ccc(C)c(OCC(=O)Nc2ccc(S(=O)(=O)Nc3ccccn3)cc2)c1	-9%	-9%	-9%	-16%	-5%	?	-6%	6%
38	COCCn1c(C)cc(C2=NNC(=Nc3ccccc3F)SC2)c1C	?	-5%	-8%	-23%	nt	18µM*	6%	1%
39	CCOc1ccc2nc(NC(=O)CS(=O)(=O)c3ccc(Cl)cc3)sc2c1	?	?	-1%	?	nt	nt	nt	-4%
40	CC(=O)OC1CCC2(C)C(COc3ccc4ccc(=O)oc4c3)C(C)(O)CCC2C1(C)C (stereo unspecified)	-8%	2%	1%	-12%	2%	?	5%	4%
41	COc1cccc(-c2oc3ccccc3c(=O)c2O)c1	?	-5%	-1%	?	nt	-11%	6%	-4%
42	O=C(NCc1cccnc1)c1cc(-c2ccco2)on1	-2%	-3%	1%	1%	-9%	?	5%	6%
43	O=C1/C(=C\c2ccc(O)c(O)c2)C(c2ccccc2)=NN1c1ccccc1	?	-4%	-5%	?	14µM*	?	2%	-2%
44	CCOC(=O)c1cc(NC(=O)c2ccccc2)c(=O)n2c1oc1ccc(Cl)cc12	-6%	-8%	4%	-20%	nt	nt	nt	6%
45	O=C(Nc1ccccc1)c1ccn[nH]1	-7%	2%	-4%	-5%	43%[activator]	4%	-7%	-5%
46	CCn1c(C)c2c(C)nnc(C)c2c1C	-15%	1%	2%	6%	-15%[11.4 µM]	-7%	0%	10%
47	Clc1ccccn1	nt	nt	-3%	nt	6%	-8%	-9%	-2%
48	CCC(c1nnnn1CCOC)N1CCN(Cc2ccccc2OC)CC1 (stereo unspecified)	-3%	-2%	-1%	0%	4%	9%	-3%	-5%
49	CCCCCCCC1=CC2=C(Cl)C(=O)C(C)(OC(C)=O)C(=O)C2=CN1C (stereo unspecified)	?	-13%	2%	-23%	nt	-12%	9%	0%
50	Cc1ccc(NC(=O)/C(C#N)=C/c2cc(C)n(-c3ccc(F)cc3)c2C)cc1C	-2%	-4%	2%	1%	nt	nt	nt	-3%
51	O=C(OCC(=O)N1CCOCC1)c1ccc2[nH]c3c(c2c1)CCCC3	-12%	6%	-5%	-9%	nt	nt	3%	0%
52	Cc1cc(C)nc(-n2nc(C)cc2NC(=O)CN2CCCC(C)C2)n1 (stereo unspecified)	-6%	8%	1%	2%	-4%	?	-14%	-3%
53	C[C@@H](O)CCC[C@H](O)/C=C/[C@H]1[C@H](O)CC(=O)[C@@H]1C/C=C\CCCC(=O)O	-8%	1%	-1%	-6%	nt	9%	-13%	-1%
54	N#Cc1c(Cl)c(Cl)c2nnc(-c3ccc(Br)cc3)n2c1Cl	?	3%	-4%	-14%	-1%	?	-14%	2%
55	CC(C)CC(=O)NC(=S)N(Cc1ccccc1)Cc1ccccc1	-2%	5%	-2%	-13%	-2%	2%	2%	4%
56	O=c1[nH]c(CN2CCN(S(=O)(=O)c3ccccc3C(F)(F)F)CC2)nc2sc3c(c12)CCCC3	?	9%	-2%	-26%	-5%	-7%	-5%	-13%
57	CC1=C(c2ccc(C)c(C)c2)S(=O)(=O)N=C1N1CCN(c2cccc(C(F)(F)F)c2)CC1	-1%	-15%	-3%	-14%	nt	nt	nt	-7%

High-throughput results (PubChem)
